PPC-1+TRAIL kill = kills PPC-1 cancer cells in the presence of TRAIL; AID 1443; cell killing (% activity), % at 4 µM; 0.41% of 220,000 active; PPC-1 cells + TRAIL, ATPLite viability luminescence;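 active = cell killing above 50% in the first pass at 4 µM, then a duplicate retest at 5 µM averaging 50% or more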;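 also: plate controls were cells with TRAIL plus DMSO for no effect and medium-only wells lacking cells for full effect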
FXIIa inh 1536 = inhibitors of human coagulation factor XIIa | inhibition, % at 5 µM | 0.3% of 220,000 active | AID 800 | P00748 | purified FXIIa, Boc-QGR-AMC fluorogenic substrate, 2 h; in the data active = inhibition above about 40%;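 also: 0% = enzyme with no compound and 100% = blank without enzyme; many of its hits are not listed in these tables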
TNF death inh = TNF-alpha cell death inhibition in Jurkat FADD-/- cells | activation (protection from cell death), % at 10 µM | 0.068% of 220,000 active | AID 463075 | Jurkat FADD-/- TNF necroptosis rescue, ATP luminescence, 24 h; 0 = TNF only, 100 = no-TNF cells;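 active = activation, meaning protection from cell death, of at least 50% relative to plate controls; inactive = activation below 50%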;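 also: necroptosis triggered by 40 ng/mL TNF-alpha added together with compound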
zVAD death inh = blocks zVAD induced death of L929 cells. L929 zVAD necroptosis rescue, ATP luminescence, 24 h; with zVAD 60 µM. 0.38% of 220,000 active. viability rescue, % at 10 µM;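 active = activation, scaled between plate controls, above about 75%, limit read from the data; inactive = activation under that limit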;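 also: 0% = zVAD with DMSO and 100% = DMSO alone without zVAD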
FXIa inh 1536 = factor XIa (human) inhibition; P03951; purified FXIa, Boc-Glu-Ala-Arg-AMC fluorogenic substrate; inhibition, % at 5 µM; 0.14% of 220,000 active;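 active = inhibition of at least 40%; inactive = inhibition below 40%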;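 also: fluorescence of freed AMC excited at 355 nm; 0% = enzyme without compound and 100% = no enzyme blank; many of its hits are not listed in these tables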
Target sequence (P03951 19-387 limits assumed): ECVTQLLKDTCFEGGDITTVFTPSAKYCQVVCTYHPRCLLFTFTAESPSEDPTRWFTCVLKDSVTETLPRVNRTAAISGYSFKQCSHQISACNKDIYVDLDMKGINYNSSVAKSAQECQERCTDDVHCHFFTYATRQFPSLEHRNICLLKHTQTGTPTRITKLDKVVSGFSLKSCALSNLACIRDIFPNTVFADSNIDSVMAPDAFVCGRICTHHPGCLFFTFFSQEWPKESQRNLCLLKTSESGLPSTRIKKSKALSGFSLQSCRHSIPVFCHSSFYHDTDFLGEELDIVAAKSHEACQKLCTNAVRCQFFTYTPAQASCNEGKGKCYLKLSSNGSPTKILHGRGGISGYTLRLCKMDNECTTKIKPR
Target sequence (P03951 388-625 limits assumed): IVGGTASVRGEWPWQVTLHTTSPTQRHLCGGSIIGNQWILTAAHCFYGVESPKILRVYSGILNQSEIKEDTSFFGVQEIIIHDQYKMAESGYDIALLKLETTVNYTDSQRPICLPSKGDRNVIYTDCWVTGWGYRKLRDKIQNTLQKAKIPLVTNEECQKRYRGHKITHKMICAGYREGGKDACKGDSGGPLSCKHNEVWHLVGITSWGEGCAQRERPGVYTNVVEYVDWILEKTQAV
CHOP inh = inhibitors of CHOP induction in ER stress response; CHO-K1 CHOP-promoter luciferase, tunicamycin-induced, 15-18 h; AID 2732; inhibition, % at 10 µM; 3.8% of 220,000 active;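 active = compounds that reduced the stress-induced luciferase reporter signal by more than about 70% of percent inhibition, limit read from the data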;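 also: 0% = tunicamycin plus vehicle and 100% = wells without tunicamycin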
EP2 antag = inhibitors of human EP2 prostaglandin E2 receptor; C6 glioma cells expressing human EP2, cAMP TR-FRET; cells stimulated with saturating PGE2; AID 1422; inhibition, % at 25 µM; P43116; 0.52% of 260,000 active;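 active = percent inhibition above 40 after rounding to a whole number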;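 also: rat C6 glioma host cells with rolipram phosphodiesterase inhibitor present; the protocol text gives 20 µM as final concentration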
Target sequence (P43116 whole entry, looked up): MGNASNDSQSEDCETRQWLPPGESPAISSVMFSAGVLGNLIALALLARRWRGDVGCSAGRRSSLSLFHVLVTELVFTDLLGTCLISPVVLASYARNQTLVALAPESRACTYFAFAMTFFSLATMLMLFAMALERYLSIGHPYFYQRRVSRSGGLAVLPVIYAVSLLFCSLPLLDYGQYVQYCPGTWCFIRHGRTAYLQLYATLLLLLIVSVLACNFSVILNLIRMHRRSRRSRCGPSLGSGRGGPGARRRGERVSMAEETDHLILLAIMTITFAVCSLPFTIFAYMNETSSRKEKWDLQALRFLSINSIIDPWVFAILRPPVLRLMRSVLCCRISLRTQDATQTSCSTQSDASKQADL
Tb hexokinase = T. brucei hexokinase 1 inhibition; recombinant TbHK1, G6PDH-coupled NADH A340; inhibition, % at 10 µM; 0.11% of 220,000 active;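 active = inhibition of 50% or more in the single-dose primary screen; inactive = inhibition below 50%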
Wee1 degr inh = blocks degradation of human Wee1 kinase | P30291 | HeLa Luc-Wee1K328M stability, luciferase luminescence; 100% = proteasome inhibitor MG132 effect | reporter increase, % at 5 µM | 1.2% of 220,000 active | AID 1321;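 active = activation above the mean of all tested compounds plus 3 SD, set per screening run, cut at about 8.8% in these data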;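 also: cells exposed to compound for 20 h before luminescence read; 0% = DMSO alone and 100% = MG132 at 30 µM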
* marks the source's active call; other numbers are inactive results; / = not tested or not shown; & = joins results of further samples. A portion of the library; rates above refer to the full screens.

SMILES | PPC-1+TRAIL kill | FXIIa inh 1536 | TNF death inh | zVAD death inh | FXIa inh 1536 | CHOP inh | EP2 antag | Tb hexokinase | Wee1 degr inh
Cc1ccc(NC(=O)CCC2CC(C)(C)OC2=O)cc1 (stereo unspecified) | / | 4 | 1.9 | 9.6 | -7 | -8 | 16 | 0 | -1
CS(=O)(=O)N(CC(=O)N1CCCC1)Cc1ccc(Cl)cc1 | 7 | -1 | 0.6 | 1.4 | -6 | 15 | 11 | 38 | 1
CN1C(=S)NC(C)(C)CC1(C)c1ccc(O)cc1O (stereo unspecified) | 10 | 3 | 1.2 | 0.7 | 3 | 10 | 5 | -8 | 1
COc1ccccc1CC(=O)Nc1cccc(C(=O)NN2C(=O)c3ccccc3C2=O)c1 | -8 | 14 | 1.1 | 0.3 | 5 | 5 | 10 | -6 | 4
NC(=S)NNc1cc(Cl)cc(Cl)c1 | 2 | -1 | -3.7 | 0.7 | 2 | 11 | 3 | 1 | -2
COc1ccc(N2CCN(c3ncnc4c3cnn4-c3ccc(C)cc3C)CC2)cc1 | 20 | 2 | -4.9 | -0.6 | 3 | 74* | 6 | 4 | -1
CCc1c(C)sc(NC(=O)/C=C/c2ccc3c(c2)OCO3)c1C(=O)OC | 10 | 26 | 2.5 | 1.0 | 21 | 2 | 3 | -7 | -2
Cc1cccc(NC(=O)C2CC(=O)OC23CCCCC3)c1 (stereo unspecified) | 18 | 14 | 0.5 | 0.6 | 0 | -9 | 10 | 0 | 4
COc1ccc(N2C(=O)C(Cl)=C(N3CCN(Cc4ccccc4)CC3)C2=O)cc1 | 1 | -9 | -0.1 | 0.3 | -5 | 78* | 8 | -2 | 1
CCCCNC(=O)C1CCC(CNc2nc(=S)[nH]c3ccccc23)CC1 (stereo unspecified) | -2 | 13 | 1.8 | 0.3 | -1 | 23 | 3 | -8 | 2
COc1ccc(C(=O)C[n+]2ccc3c(c2)nnn3-c2ccccc2)cc1 | -10 | 9 | 1.2 | 0.1 | -4 | -8 | 11 | 2 | 0
Cc1ccc(C)c(-n2c(Cc3cc(=O)[nH]c(=O)[nH]3)nnc2SCC(=O)NCC2CCCO2)c1 (stereo unspecified) | 22 | 8 | -0.6 | 1.7 | -8 | 13 | 12 | -6 | -1
COc1ccc(Nc2nc(-c3ccccc3)cs2)cc1 | 9 | 7 | 1.4 | 0.8 | -10 | 8 | 11 | 2 | 0
O=c1c(Cc2ccc(F)cc2)c(O)ccn1CCc1cnc[nH]1 | -6 | 1 | 0.8 | 11 | -5 | -5 | 5 | -5 | 2
CCN(CC(=O)NC1CCS(=O)(=O)C1)C(=O)/C=C/c1cccs1 (stereo unspecified) | 17 | 11 | -0.2 | -0.6 | 5 | -16 | 4 | -14 | 0
Cc1nnc(SCC(=O)NNC(=O)CC#N)[nH]c1=O | -5 | 11 | 0.3 | 0.8 | 6 | -3 | 7 | 2 | -4
CC(=O)c1ccccc1NS(=O)(=O)c1ccccc1Cl | 25 | 3 | -0.7 | 0.2 | -6 | -7 | 6 | -3 | 0
O=C1c2ccccc2NC(c2ccccn2)N1NS(=O)(=O)c1ccccc1 (stereo unspecified) | -2 | 2 | 0.0 | 0.2 | -4 | -3 | 4 | 0 | 5
O=C(NCc1cccc(CNC(=O)c2ccco2)c1)c1ccco1 | 5 | 13 | -4.0 | 0.6 | 2 | -8 | 5 | 6 | -1
C/C(=N\NC(=O)c1cc(-c2cccnc2)nc2ccccc12)c1ccc(O)cc1O | 51* | -1 | -6.3 | 12 | -3 | 64 | 5 | 24 | 3
S=C1NC[C@H](Cc2ccccc2)N1CCc1cccc2ccccc12 | 23 | 8 | -2.7 | -0.5 | 1 | 40 | 8 | 7 | /
CC(=O)Nc1ccc(N=Cc2ccc[nH]2)cc1 | -24 | 9 | -0.2 | 0.8 | -3 | 15 | 13 | -1 | -1
COc1ccc(CCN2C(=O)C3CC=C(C)CC3C2=O)cc1OC (stereo unspecified) | 12 | 8 | -0.2 | 0.2 | 3 | 22 | 12 | 5 | 5
O=C(NNC(=O)c1nn(-c2ccc(F)cc2)ccc1=O)c1ccccc1Cl | 10 | 5 | 1.0 | 0.4 | 16 | 0 | 9 | -68 | -2
Cc1c(Cl)cccc1NC(=O)CNc1ccccc1F | 8 | 2 | 14 | -0.1 | -3 | -5 | 12 | -3 | 0
CC(C)NC(=O)C(Sc1ccccc1)c1ccccc1 (stereo unspecified) | 4 | 4 | -2.2 | 0.8 | -1 | 19 | 4 | 1 | -1
O=C(/C=C/c1ccccc1)NCc1ccco1 | 17 | 3 | -0.3 | 18 | -6 | -42 | 4 | -6 | 0
Cc1cc2ccccc2n1CCNC(=O)C(C)Oc1ccccc1 (stereo unspecified) | 20 | 6 | -1.1 | 0.9 | -6 | 17 | 11 | -9 | -1
COc1cccc(-c2cc3nc4c(c(NCC(C)(C)CN(C)C)n3n2)CCCC4)c1 | / | 3 | 4.0 | 2.2 | -3 | -26 | 3 | -6 | -1
c1ccc(-c2noc(C3CCC3)n2)nc1 | 4 | 8 | -1.0 | -0.1 | -1 | -15 | 4 | -6 | 0
CCn1c2ccccc2c2cc(NC(=O)CSc3nnc(-c4ccccc4OC)n3N)ccc21 | -10 | 8 | 0.2 | 0.6 | -3 | 32 | 12 | -5 | -1
S=C(NC12CC3CC(CC(C3)C1)C2)N1CCCC1 | -6 | 16 | 0.4 | 0.3 | 7 | 5 | 15 | 33 | -2
CCC(C)(C(=O)NC1CCCC1)N(C(C)=O)c1ccc(C)cc1 (stereo unspecified) | -1 | 8 | -1.2 | 0.7 | -8 | -4 | 7 | -6 | 0
O=C(Nc1ccc2c(c1)OCO2)NC1(C(F)(F)F)Oc2ccccc2O1 | 5 | 15 | -0.6 | -0.6 | 3 | -8 | 4 | 2 | -1
CCCn1nc(-c2ccccc2)c2nc3ccccc3nc21 | 5 | 34 | -3.0 | 0.0 | 18 | 33 | 9 | -9 | 1
O=C(CSc1ncccn1)NCCc1ccccc1 | -5 | 6 | 0.5 | -0.8 | -6 | -7 | 6 | -2 | 5
O=S(=O)(NCc1cc(-c2ccccc2Cl)no1)c1ccccc1 | 0 | 14 | -1.6 | 0.3 | 1 | 7 | 9 | 1 | -1
Cc1ccccc1NC(=O)CC1c2ccccc2CC(C)(C)N1C (stereo unspecified) | 21 | 5 | 2.7 | 1.6 | -6 | 9 | 7 | 4 | 0
O=C(Nc1c(C(=O)N2CCCCC2)cnn1-c1ccccc1)c1ccco1 | 0 | 17 | -0.1 | 0.4 | 2 | 21 | 13 | -6 | 1
COc1ccc(CC(NC(C)=O)C(=O)NC2CCN(C(=O)Nc3ccccc3Cl)CC2)cc1OC (stereo unspecified) | 10 | 9 | -0.7 | 0.2 | -3 | -24 | 4 | 1 | 0
Cc1cc(C(=O)NC(C)c2ccncc2)cs1 (stereo unspecified) | 20 | 10 | -2.2 | 0.2 | 0 | 29 | 8 | -6 | -2
O=C(CN1CCOCC1)N1N=C(c2cccs2)CC1c1cccs1 (stereo unspecified) | -2 | 2 | 0.6 | 1.2 | -3 | 19 | 9 | -13 | 1
CCCCn1c(NS(=O)(=O)c2ccccc2)c(S(=O)(=O)c2ccc(C)cc2)c2nc3ccccc3nc21 | 18 | -2 | -0.3 | 1.6 | 1 | 99* | 13 | 6 | -1
COc1ccc(C(=O)Nc2ccccc2C(=O)NC(C)C)cc1OC | 19 | 15 | 1.0 | -0.2 | 6 | 11 | 22 | -3 | -2
CCOC(=O)c1nnn(-c2nonc2N)c1-c1ccc(F)cc1 | 18 | -4 | 1.2 | -0.1 | 1 | -17 | 3 | 4 | -1
COc1ccc2[nH]c(C(=O)NCc3ccc4c(c3)OCO4)cc2c1 | 7 | 6 | 0.5 | 0.0 | -3 | -10 | 10 | -2 | -1
COc1ccc(S(=O)(=O)N(C)C)cc1NC(=O)Cc1cccs1 | -18 | 4 | 1.4 | 0.9 | -3 | 22 | 5 | 3 | 0
Cc1cc(C(=O)Cn2nc(C(=O)O)c3ccccc3c2=O)c(C)n1CCc1ccc(F)cc1 | -19 | 5 | -4.9 | 73 | 13 | 16 | 7 | -6 | 1
Cc1ccc2cc(-c3noc(C(C)(C)C)n3)c(=O)[nH]c2c1 | 16 | 21 | -1.1 | 7.1 | 4 | 33 | 13 | -20 | -3
Cc1sc2c(c1C)c(=O)nc1scc(CC(=O)O)n12 | 2 | 10 | 1.1 | 0.9 | -2 | 15 | 2 | 12 | 0

Overlap with the part before: four entries, then new ones.
SMILES | PPC-1+TRAIL kill | FXIIa inh 1536 | TNF death inh | zVAD death inh | FXIa inh 1536 | CHOP inh | EP2 antag | Tb hexokinase | Wee1 degr inh
COc1ccc(S(=O)(=O)N(C)C)cc1NC(=O)Cc1cccs1 | -18 | 4 | 1.4 | 0.9 | -3 | 22 | 5 | 3 | 0
Cc1cc(C(=O)Cn2nc(C(=O)O)c3ccccc3c2=O)c(C)n1CCc1ccc(F)cc1 | -19 | 5 | -4.9 | 73 | 13 | 16 | 7 | -6 | 1
Cc1ccc2cc(-c3noc(C(C)(C)C)n3)c(=O)[nH]c2c1 | 16 | 21 | -1.1 | 7.1 | 4 | 33 | 13 | -20 | -3
Cc1sc2c(c1C)c(=O)nc1scc(CC(=O)O)n12 | 2 | 10 | 1.1 | 0.9 | -2 | 15 | 2 | 12 | 0
CCOC(=O)N1CCN(C(=O)c2ccc3c(=O)n(Cc4ccccc4OC)c(=S)[nH]c3c2)CC1 | -3 | -3 | -1.5 | -0.3 | -2 | 59 | 1 | -10 | -2
CCOC(=O)C1=C(C)NC(C)=C(C(=O)OCC)C1c1ccc([N+](=O)[O-])s1 | 8 | 4 | -2.4 | 0.7 | -7 | 20 | 16 | -39 | 3
N=C1/C(=C/c2ccc(-c3cccc(C(=O)O)c3)o2)C(=O)N=C2SC=C(c3ccccc3)N12 | 5 | 11 | -0.3 | 6.5 | 4 | 61 | 17 | 20 | -2
Cc1ccc(S(=O)(=O)Nc2nc3ccccc3s2)cc1[N+](=O)[O-] | 7 | 10 | -0.5 | 2.9 | 4 | 3 | 15 | -9 | 2
Cc1ccc(-c2cc(C(=O)Nc3ccccn3)c3ccccc3n2)o1 | 8 | 6 | -2.3 | 0.9 | 4 | -7 | 13 | 6 | -3
CCC(=O)NC1(C(F)(F)F)C(=O)Nc2c1c(=O)n(C)c(=O)n2C (stereo unspecified) | 14 | 20 | -0.7 | 2.9 | 5 | 3 | 2 | -10 | 1
COC(=O)c1cc(NC(=O)c2ccccc2)c(=O)oc1/C=C/Nc1ccc(Oc2ccccc2)cc1 | 12 | 1 | -0.1 | 3.8 | -6 | 51 | 4 | -19 | 3
CCOC(=O)C1=C(C)OC(N)=C(C#N)C1c1cc(SCC)oc1C (stereo unspecified) | 10 | 2 | -2.0 | 2.2 | 3 | 13 | 3 | -6 | 8
C=CCn1c(=N)n(CC(O)COc2ccccc2OC)c2ccccc21 (stereo unspecified) | 22 | 8 | 3.7 | 0.6 | -1 | 33 | 10&10 | 9 | 2
CNC(=S)N1CCN(c2ccc(OC)cc2)CC1 | 14 | 13 | -2.3 | -0.3 | -4 | 3 | 11 | -1 | -1
C=CCSc1nccc(-c2cc(Cl)sc2Cl)n1 | 1 | 4 | -0.1 | -0.5 | -1 | -30 | 17 | 2 | 3
CCN1CCCC1Cn1cnc2c([nH]c3ccc(Cl)cc32)c1=O (stereo unspecified) | 21 | 14 | 1.3 | 0.8 | -1 | 6 | 25 | -3 | -1
c1ccc2[nH]c(SCc3cscn3)nc2c1 | -6 | -4 | -0.9 | -0.3 | 0 | 17 | 9 | 2 | 0

Bioassay records from PubChem BioAssay.
